N370S GC mod = N370S glucocerebrosidase modulation, Gaucher chaperone candidate; P04062; N370S GC spleen homogenate, 4MU-glucoside fluorescence; Potency, µM (top dose mostly 59.4 µM), for the others: at the top dose activity change, negative = inhibition, usual class: inhibitors; 0.092% of 330,000 active;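 note: 0% = full enzyme activity and -100% = no enzyme basal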
DT40 TDP1 no CPT = qHTS for Inhibitors of human tyrosyl-DNA phosphodiesterase 1 (TDP1): qHTS in cells in absence of CPT; DT40 Tdp1-/- hTDP1 cells, no CPT, ATP luminescence, 48 h; Potency, µM (doses to about 46.2 µM), inactives show at the top dose activity change, negative = growth inhibition, usual class: inhibitors; 15% of 420,000 active; note: nearly all actives have a fitted effect of over 55% in size
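DT40 Tdp1-/-;hTDP1 cells, no CPT (DMSO vehicle only), 400 cells/well; compounds pin-transferred; ≥48 hr, 37 °C; CellTiter-Glo 30 min RT dark, luminescence read.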
TDP1 inh = TDP1 (human) enzyme inhibition; Q9NUW8; recombinant TDP1, AlphaScreen DNA substrate cleavage; Potency, µM (titrated, usually from 130 µM), for the others: top-dose activity change, negative = inhibition, hits mostly inhibitors; 0.28% of 350,000 active; note: nearly all actives have a fitted effect of over 40% in size
Target sequence (Q9NUW8 whole entry, looked up): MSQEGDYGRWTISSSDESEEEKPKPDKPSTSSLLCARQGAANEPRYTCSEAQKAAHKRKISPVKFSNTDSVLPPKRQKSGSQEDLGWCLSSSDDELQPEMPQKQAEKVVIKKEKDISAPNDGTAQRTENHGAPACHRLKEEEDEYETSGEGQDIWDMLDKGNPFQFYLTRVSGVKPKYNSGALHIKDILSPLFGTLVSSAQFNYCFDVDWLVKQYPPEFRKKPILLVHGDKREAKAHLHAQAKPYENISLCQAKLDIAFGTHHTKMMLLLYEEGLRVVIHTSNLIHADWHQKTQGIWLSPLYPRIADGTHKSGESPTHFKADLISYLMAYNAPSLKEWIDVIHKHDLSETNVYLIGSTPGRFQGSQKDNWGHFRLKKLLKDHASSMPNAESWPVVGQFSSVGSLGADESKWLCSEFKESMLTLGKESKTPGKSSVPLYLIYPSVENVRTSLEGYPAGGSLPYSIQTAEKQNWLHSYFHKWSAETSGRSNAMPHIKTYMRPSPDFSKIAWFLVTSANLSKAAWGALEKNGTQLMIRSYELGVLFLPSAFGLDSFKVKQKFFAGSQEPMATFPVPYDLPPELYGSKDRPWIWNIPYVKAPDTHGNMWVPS
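Signal: AlphaScreen proximity between streptavidin donor and anti-FITC acceptor beads on intact substrate. Reaction: Tdp1 1 nM, substrate 15 nM final, 5 min RT after 15 min compound preincubation.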
* hit, by the source's call; ? = inconclusive; . = no result given; & = joins results of further samples; ! = a repeat was not active; [ ] = another dose, or the depositor's remark. Calls come from the whole dose curve; as a rule, active = well fitted curve in the direction sought with a large enough effect; inconclusive = small, poorly fitted or top-dose-only effect, or another doubt; inactive = no such curve, though single readings can be large; an effect the other way counts as inactive or inconclusive. Unless noted, % is set by controls: 0 for no effect and ±100 for the full control effect; potency is the fitted concentration of half-maximal effect. The list is partial; rates above refer to the full screens.

canonical_smiles,N370S GC mod,DT40 TDP1 no CPT,TDP1 inh
C=CCn1c(O)c(C(C)=Nc2ccc(N(C)C)cc2)c(=O)[nH]c1=O,-19.3%,?,-4.8%
CC(Oc1ccc(-c2ccccc2)cc1)C(=O)O (stereo unspecified),-2.1%,17.6%,1.5%
Fc1cccc(CCNCc2ccccn2)c1,-3.6%,-10.7%,-7.7%
CCn1nc(-c2ccccc2)nc2c(=O)n(C)c(=O)nc1-2,-5.2%,2.59µM*,4.9%
c1ccc(CN2CC[C@@]3(CCCNC3)C2)cc1,1.0%,?,.
Nc1cc2nc3ccccc3nc2cc1N,-9.4%,?,5.5%
C=CCN1C(=O)NC(=O)/C(=C/c2c(CCN(C)C(=O)c3ccccc3)cc3c(c2OC)OCO3)C1=O,-1.4%,-4.2%,.
O=C(O)c1ccc2[nH]cc(CCCCN3CC=C(c4ccccc4)CC3)c2c1,-6.2%,-11.1%,.
COc1ccc(/C=C/C(=O)N2CC3C[C@@H](C2)Cn2c3cccc2=O)cc1OC,-9.3%,-3.8%[9.04 µM],5.0%
Cc1ccc(Sc2ccc(N3CCCC(C(=O)Nc4ccc(Cl)cc4)C3)nn2)cc1 (stereo unspecified),.,?,3.6%
NC(N)=N/N=C/c1cn(-c2ccccc2)nc1-c1cccs1,?,10.3µM*,1.3%
O=P(NS(=O)(=O)c1ccccc1)(Oc1ccccc1)Oc1ccccc1,3.0%,-5.8%,-7.0%
O=C1C=C2C=C[C@@H]3C[C@@]2(O1)[C@H]1CCCCN31,-1.3%&5.6%,7.5µM*,8.2%
Clc1ccc(Cl)c(Cl)c1,-0.1%,.,2.0%
CCOc1ccc2c(c1)c(C(C)=O)c(C)n2Cc1ccco1,-0.8%,?,8.3%
Cc1ccc(-c2nc3c(=O)n(C)c(=O)nc-3n(C)n2)cc1,.,0.501µM*,2.7%
NCC(=O)c1ccccc1,1.6%,0.3%&-16.3%&-22.9%,-1.4%[56.1 µM]
COc1ccc(-n2ncc(C(=O)N3CCN(c4cc(C)ccc4C)CC3)c2C2CCN(C(=O)OC(C)(C)C)CC2)cc1,.,14.6µM*,4.2%
CCC(C)N1C(=O)/C(=C/c2ccc3c(c2)CCN3CCCCl)C(=O)NC1=S (stereo unspecified),3.2%,?,0.0%
COc1c(C)cc(C(=O)C2CCCN(Cc3cccc(O)c3)C2)cc1C (stereo unspecified),-4.9%,?,.
N/C(=N\N=C/c1ccc(-c2ccc(O)c(C(=O)O)c2)o1)N[N+](=O)[O-],-14.0%,-22.8%,2.82µM*
CSCC[C@H](NC(=O)[C@H](Cc1ccccc1)NC(=O)CNC(=O)CNC(=O)[C@@H](N)Cc1ccc(O)cc1)C(=O)O,19.7%,-2.3%[4.12 µM],4.9%
Cc1ccccc1NC(=O)c1cc(-c2ccccc2)n(CCCN2CCOCC2)c1C,-10.0%,-0.4%,5.1%
N#CC(CCN1CCOCC1)(c1ccccc1)c1ccccc1,-10.3%,?,1.2%
COC(=O)C1=C(c2ccc(OC(F)(F)F)cc2)C[C@@H]2CC[C@H]1N2C(=O)NCc1cc(C)oc1C(F)(F)F,.,20.6µM*,-0.5%
Cc1ccc(Cl)cc1NC(=O)Cn1c(=O)oc2cc(S(=O)(=O)N3CCCCCC3)ccc21,.,16.4µM*,3.8%
O=c1[nH]c(=O)n(-c2ccc(F)cc2)c(O)c1C=Nc1ccccc1N1CCCC1,-13.2%,?,4.1%
Cc1ccc(C(=O)Nc2ccc(-n3ccnc3P(=O)(O)c3ccccc3)cc2)cc1,4.3%,9.5%,4.1%
CCN1CCN(C(=O)COc2ccc(S(=O)(=O)N3CCOCC3)cc2Cl)CC1,-2.1%,-14.8%,0.8%
COc1ccc(NC(=O)CCOc2cc(C)ccc2C)cc1S(=O)(=O)N1CCCCC1,.,20.6µM*,0.3%

One compound at a time, from the list above.
`Nc1cc2nc3ccccc3nc2cc1N` is entered as N370S GC mod = -9.4%; DT40 TDP1 no CPT = ?; TDP1 inh = 5.5%
`CCOc1ccc2c(c1)c(C(C)=O)c(C)n2Cc1ccco1` is entered as N370S GC mod = -0.8%; DT40 TDP1 no CPT = ?; TDP1 inh = 8.3%

Following part
canonical_smiles,N370S GC mod,DT40 TDP1 no CPT,TDP1 inh
COc1cccc(-n2c(O)c(C=NCc3ccc4c(c3)OCO4)c(=O)[nH]c2=O)c1,-23.9%,5.5%,6.7%
O=[N+]([O-])c1ccc(N2CCNCC2)cc1N1CCCCC1,-16.9%,?,3.0%
CCOC(=O)c1c(-n2c(C)cc(/C=C3\C(=O)NC(=O)N(C)C3=O)c2C)sc2c1CCCC2,26.7%,?,5.3%
O=c1[nH]c(=O)n(-c2ccc(Br)cc2)c(O)c1C=NCCN1CCCCC1,8.2%,2.0%,.
COC(=O)C1=C(c2cccc(C#N)c2)C[C@@H]2CC[C@H]1N2C(=O)NCc1ccc(F)cc1,.,-15.3%,0.0%
CCOS(C)(=O)=O,13.7%,-4.7%,2.2%&6.5%
O=C1c2ccccc2C(=O)N1SC1CCCCC1,-16.0%,3.66µM*,3.9%
COC(=O)C1=C(c2c(C)noc2C)C[C@@H]2CC[C@H]1N2C(=O)NC1Cc2ccccc2C1,.,-12.7%,0.3%
COC(=O)C1=C(c2ccc(-c3ccccc3)c(F)c2)C[C@@H]2CC[C@H]1N2C(=O)N1CCC(O)CC1,.,9.2µM*,0.9%
COC(=O)c1ccc(C(C(=O)NC2CCCCC2)N(CCN2CCOCC2)C(=O)Cc2cccs2)cc1 (stereo unspecified),-12.7%,?,2.7%
CCCOc1ccc(C(=O)NC(=S)N2C[C@H]3C[C@H](C2)c2cccc(=O)n2C3)cc1,-6.0%,-7.1%,.
CN(C)CCNC(=O)c1cccn(Cc2cccc(C(F)(F)F)c2)c1=O,-4.9%,?,0.0%
CC1CCCCN1CC(O)c1c[nH]c2ccccc12 (stereo unspecified),-5.0%,0.4%,.
O=c1cccc2n1CC1CC2CN(S(=O)(=O)c2cc(Cl)ccc2Cl)C1 (stereo unspecified),0.9%,0.1%,4.2%
O=P(Nc1ccccc1)(Oc1ccccc1)Oc1ccccc1,13.0%,?,3.6%
CC(C)[C@H](NC(=O)N1C[C@H]2C[C@@H](C1)c1cccc(=O)n1C2)C(=O)Nc1ccccc1F,-2.9%,-3.3%,.
C=C1[C@H]2CC[C@H]3[C@]4(C)C[C@H](O[C@H]5O[C@H](CO)[C@@H](OS(=O)(=O)O)[C@H](OS(=O)(=O)O)[C@H]5OC(=O)CC(C)C)C[C@@H](C(=O)O)[C@H]4CC[C@]3(C2)[C@H]1O,1.7%,0.7%,.
O=[N+]([O-])c1cccc(CN2CC=C(c3ccc(F)cc3)CC2)c1,-1.7%,?,.
CC(N=Cc1c(O)n(C2CC2)c(=S)[nH]c1=O)c1ccccc1 (stereo unspecified),-19.6%,0.2%,6.0%
CC1(C)C(=O)[C@@H]2OC2[C@@]2(C)C1CC(O)[C@]1(C)C2CC[C@@]2(C)C(c3ccoc3)OC(=O)C3OC312 (stereo partly specified),-3.9%,?,7.2%
O=C(CCc1ccccc1)N1C[C@H]2C[C@@H](C1)c1cccc(=O)n1C2,1.6%,0.1%,.
COc1c2c(cc3c1OCO3)CCN(C)C2,-2.0%,?,10.8%[21 µM]
CC(C)[C@H]1C(=O)O[C@@H]2CCN3CC=C(COC(=O)[C@](C)(O)[C@]1(C)O)[C@H]23,-5.6%,-18.7%,.
C[C@@]12CCC3C(CC[C@@H]4CC(O)CC[C@@]34C)C1CCC2O (stereo partly specified),2.2%,7.3%,12.1%[56.1 µM]
COc1ccc(CC(=O)N(C)C2CCCN(Cc3ccccc3F)C2)cc1OC (stereo unspecified),-1.5%,4.2%,.
CC(=O)Nc1ccc(C2CN(C)CC2C(=O)c2ccc(Cl)cc2)cc1 (stereo unspecified),-0.4%,-0.4%,5.4%
CSC1=NP(=S)(SC)N(C)c2nc3n(c21)CCC3 (stereo unspecified),2.0%,?,-1.0%
COc1ccc2c3c([nH]c2c1)C(C)NCC3 (stereo unspecified),-16.2%,?,10.3%
CC(C)Oc1cccc(NC(=O)c2cccn(Cc3ccc4c(c3)OC(F)(F)O4)c2=O)c1,15.5%,?,-3.2%
CCN(CC)P(=S)(c1c(C)nc2ccccn12)c1c(C)nc2ccccn12,2.5%,?,0.0%

Molecules from the list above that have a COOH group (5):
canonical_smiles,N370S GC mod,DT40 TDP1 no CPT,TDP1 inh
CC(Oc1ccc(-c2ccccc2)cc1)C(=O)O (stereo unspecified),-2.1%,17.6%,1.5%
O=C(O)c1ccc2[nH]cc(CCCCN3CC=C(c4ccccc4)CC3)c2c1,-6.2%,-11.1%,.
N/C(=N\N=C/c1ccc(-c2ccc(O)c(C(=O)O)c2)o1)N[N+](=O)[O-],-14.0%,-22.8%,2.82µM*
CSCC[C@H](NC(=O)[C@H](Cc1ccccc1)NC(=O)CNC(=O)CNC(=O)[C@@H](N)Cc1ccc(O)cc1)C(=O)O,19.7%,-2.3%[4.12 µM],4.9%
C=C1[C@H]2CC[C@H]3[C@]4(C)C[C@H](O[C@H]5O[C@H](CO)[C@@H](OS(=O)(=O)O)[C@H](OS(=O)(=O)O)[C@H]5OC(=O)CC(C)C)C[C@@H](C(=O)O)[C@H]4CC[C@]3(C2)[C@H]1O,1.7%,0.7%,.

The listing continues:
canonical_smiles,N370S GC mod,DT40 TDP1 no CPT,TDP1 inh
CC(NC(C)(C)C)C(=O)c1cccc(Cl)c1 (stereo unspecified),-4.4%&-1.7%&-8.7%,16.4µM*!,5.5%
O=C(O)C1C2CC3CC(C2)CC1(n1ncc(N2CCC4(CC2)OCCO4)c(Cl)c1=O)C3 (stereo unspecified),-3.5%,-1.0%,.
Cc1cccc(-n2c(O)c(/C=C3/C(c4ccccc4)=Nc4ccccc43)c(=O)[nH]c2=O)c1,-1.3%,2.31µM*,.
FCCN(CCF)c1cccc(Cl)c1,7.2%,-7.9%,2.6%
COCc1c(CN)cnc(C)c1N,-27.0%[2.35 µM],-8.6%,4.0%
COc1ccc(-n2c(-c3ccccc3[N+](=O)[O-])nc3ccccc3c2=O)cc1,-3.9%,14.6µM*,.
CC(C)c1ccc(NC(=O)C2CCN(S(=O)(=O)c3ccc(Br)s3)CC2)cc1,.,?,-2.1%[12.3 µM]
CN(C)CC1CCCCC1=O (stereo unspecified),1.1%,13µM*,3.7%
COc1c(C)cc(C(=O)C2CCCN(Cc3cccc(C)n3)C2)cc1C (stereo unspecified),-4.8%,20.6µM*,-3.6%
COc1ccc(CCN(C)Cc2ccncc2)cc1OC,2.4%,-17.1%,4.3%
CC(C)=CCC/C(C)=C/CNC(=O)C[C@H]1C[C@H](C(=O)N(C(C)C)C(C)C)[C@@]2(C)c3[nH]c4ccc(Cl)cc4c3CCN2C1=O,.,?,0.4%[56.1 µM]
Cc1ccc2c(Cl)cc(Cl)c(OCC(=O)N(C(C)C)C(C)C)c2n1,6.5%,18.4µM*,0.0%
O=C1OC(c2ccc(Br)cc2)=N/C1=C\N1CC2CC(C1)c1cccc(=O)n1C2 (stereo unspecified),?,?,7.7%
OCCOCC#CCN1CCOCC1,1.6%,-4.4%,-4.7%
COC(=O)COc1ccc(Cl)cc1Cl,1.2%,12.3%,8.9%[56.1 µM]
C=C1C[C@]2(O)[C@@]3(C)CCC(=O)C(C)(C)C3=C(O)C(=O)[C@@]2(C)[C@@H]2C(=O)O[C@@](C)(C(=O)OC)C(=O)[C@@]12C,-3.1%,-14.8%,2.6%
CCOP(=O)(OCC)c1nc(-c2ccc(C)cc2)oc1NCc1ccccc1,-13.4%,?,8.0%
C#C[C@@]1(O)CCC2C3CCC4=C/C(=N/OCC(=O)NC(CCC(N)=O)C(=O)O)CC[C@]4(C)C3CC[C@@]21C (stereo partly specified),-11.6%,-9.0%,.
CCN(CC)C(=O)Cn1cc(C=C2C(=O)N(C)C(=O)N(C)C2=O)c2ccccc21,-3.3%,-5.4%,.
COc1ccc(C(=O)CCNc2ccc(F)cc2)cc1,-3.5%,?,.
COc1ccc(N=C(C)c2c(O)[nH]c(=O)[nH]c2=O)cc1,-1.0%,12.2%,.
c1ccc(CCNCc2cccs2)cc1,-13.3%,-3.0%,.
CC(=O)O[C@H]1CC[C@@]2(C)C(=CC[C@@H]3[C@@H]2CC[C@]2(C)C(=O)CC[C@@H]32)C1,-1.3%,?,.
CCOC(=O)N(CC)c1ccc(C(O)(C(=O)OC)C(F)(F)F)cc1 (stereo unspecified),-2.8%,-6.9%,3.3%
O=NN(CCO)CCO,9.5%,.,17.2%
CCCc1cc2c(n1Cc1cccc(Cl)c1)C(C)C1CN(C(=O)c3ccccc3)C(C)(C(=O)OC)C21 (stereo unspecified),0.4%,.,-2.7%
